Screens from PubChem BioAssay.
tim23-1 inh: tim23-1 yeast growth inhibition; S. cerevisiae tim23-1 growth, BacTiter-Glo luminescence, 24 h; inhibition, % at 20 µM; 330,000 tested, 1.3% active; AID 463212;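 active means growth inhibition of the mutant yeast at or above 50%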;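 further: temperature-sensitive mutant grown at 25 °C; plate controls were DMSO-treated mutant yeast for no effect and medium wells lacking yeast for full effect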
tim10-1 inh: tim10-1 yeast growth inhibition | S. cerevisiae tim10-1 ts strain growth, BacTiter-Glo, 24 h | inhibition, % at 20 µM | 330,000 tested, 2.2% active;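 active means inhibition of at least 40%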;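 further: mutant grown at 25 °C; 0% = DMSO wells with yeast and 100% = wells holding no yeast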
MIN6 prolif: inducers of beta-cell replication in MIN6 cells; MIN6 cells proliferation, ATPlite luminescence, 48 h; cells starved in 0.2% serum; 100% = growth in 10% serum; proliferation, % at 10 µM; 330,000 tested, 0.29% active;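 active means compounds whose signal lies at least 3.5 SD above the mean of all wells on their plate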;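 further: 0% = DMSO-treated cells in low-serum medium and 100% = 10% serum control; some compounds called inactive have numbers as strong as hits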
APJ antag: antagonists of human APJ apelin receptor | P35414 | CHO-K1 APJ beta-arrestin complementation, luminescence | inhibition, % at 20 µM | 330,000 tested, 0.32% active;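 active means inhibition above about 40% at 20 µM, limit read from the data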;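 further: cells challenged with 10 nM apelin-13 agonist together with compound; plate controls were apelin-13 plus DMSO wells for no effect and DMSO wells lacking apelin-13 for full effect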
Target sequence (P35414 whole entry, looked up): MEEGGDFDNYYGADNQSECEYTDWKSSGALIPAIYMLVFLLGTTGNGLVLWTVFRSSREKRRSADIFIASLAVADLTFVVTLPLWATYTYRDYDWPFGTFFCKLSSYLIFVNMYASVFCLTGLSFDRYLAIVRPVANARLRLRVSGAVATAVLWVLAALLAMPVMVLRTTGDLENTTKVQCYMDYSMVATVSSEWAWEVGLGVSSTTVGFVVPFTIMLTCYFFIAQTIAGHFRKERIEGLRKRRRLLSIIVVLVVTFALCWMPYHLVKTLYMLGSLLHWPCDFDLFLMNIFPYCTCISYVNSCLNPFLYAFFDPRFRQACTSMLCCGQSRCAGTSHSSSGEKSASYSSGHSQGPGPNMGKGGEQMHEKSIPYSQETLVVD
TIM10 inh: growth inhibitors of TIM10 yeast strain. 330,000 tested, 1.4% active. inhibition, % at 10 µM. S. cerevisiae TIM10 strain growth, BacTiter-Glo luminescence, 24 h;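 active means inhibition of 40% or more at the single tested concentration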;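 further: wild-type TIM10 isogenic control strain grown at permissive 25 °C; 0% = DMSO yeast wells and 100% = minimal medium wells without yeast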
APJ agonist: activates the human apelin receptor APJ. CHO-K1 APJ PathHunter beta-arrestin, luminescence; 0% DMSO wells, 100% apelin. activation, % at 20 µM. 330,000 tested, 0.11% active. AID 2520;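 active means activation more than six SD over the plate average, tested at 20 µM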;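 further: 0% = DMSO alone and 100% = apelin-13 at 10 nM; some results filed as inactive read as strong as hits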
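Assay system: engineered CHO-K1 APJ arrestin reporter cells; Amount: 1000 CHO-K1 reporter cells seeded per well; Dosing: one dose, 20 µM compound, 1% DMSO; Times: compound stimulation 90 min at 25 °C, detection 60 min; Measured by: luminescent beta-gal fragment complementation, chemiluminescent substrate; Read-out: APJ–arrestin association signal; Controls: DMSO vs Apelin-13 10 nM.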
GRIN3A LBD mod: modulates the human NR3A ligand-binding domain; NR3A LBD differential scanning fluorimetry, Tm shift; 0% = protein alone, 100% = glycine-bound protein; Tm shift relative to glycine control, % at 25 µM; 340,000 tested, 2.5% active;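 active means melting temperature shift of at least 10% of the positive control shift, at one fixed dose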
NALP3 yeast inh: inhibitors of NALP3 inflammasome in yeast | Yeast reconstituted NLRP3/ASC/caspase-1, beta-gal luminescence, 24 h | inhibition, % at 10 µM | 330,000 tested, 0.39% active | AID 2825;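 active means inhibition of 50% or more; inactive means inhibition below 50%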;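 further: plate controls were induced DMSO wells for no effect and uninduced yeast grown without galactose for full effect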
MPTP inh: blocks calcium-induced mitochondrial swelling | isolated mouse mitochondria, Ca2+ swelling absorbance, 30 min | inhibition, % at 10 µM | 360,000 tested, 1.4% active;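 active means inhibition of 50% or more, scaled per plate between neutral and stimulator controls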;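 further: 0% = DMSO wells given calcium and 100% = 1 mM EGTA wells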
The depositor's hits bear a star.

Results follow in this order: tim23-1 inh, tim10-1 inh, MIN6 prolif, APJ antag, TIM10 inh, APJ agonist, GRIN3A LBD mod, NALP3 yeast inh, MPTP inh
COc1cccc(CN(C)CC(=O)Nc2ccccc2N2CCOCC2)c1OC
    20, 10, -2, 11, 4, -4, 1, 16, -1.9
C=CCc1cc(C)ccc1OCCOCCn1ccnc1
    1, 10, 0, 20, -9, 1, 1, 17, 3.1
Cc1ccc(S(=O)(=O)N2CCN(C(=O)C3CSC4(C)CCC(=O)N34)CC2)cc1C (centres undefined)
    13, 6, -2, 8, 2, -4, 0, 8, -0.3
O=C(CCCc1nc2ccccc2s1)NCc1ccccc1
    18, 16, 0, -15, 3, 4, 4, 27, 1.0
O=c1nc(Nc2ccc(Br)cc2)sc2ccc([N+](=O)[O-])cc12
    -13, 6, -1, -13, -10, -7, 13*, 3, 2.2
Cc1ccc(C)c2[nH]c(=O)c(CN(Cc3cccnc3)C(=S)NCc3ccco3)cc12
    18, 17, -2, 5, 10, 0, 2, 7, 0.3
COc1cc(SC)ccc1C(=O)NCCN1CCOCC1
    5, -12, 1, 23, 4, 0, 0, 7, 1.0
Cc1ccc(S(=O)(=O)NC2CCCCCC2)cc1C(N)=O
    13, 1, 3, 4, -2, -4, 3, 24, 1.0
CCOC(=O)c1sc2nc(C)nc(SCC(N)=O)c2c1C
    4, -1, 0, -6, 3, 3, 0, 13, 0.2
COc1ccc(C(=O)Nc2ccc(C)c(S(=O)(=O)N3CCCCCC3)c2)cc1
    36, 25, -4, 3, 28, -2, -3, -5, 1.6
CCC(=O)Nc1cc(C(=O)OCC(=O)c2ccc(Cl)cc2Cl)ccc1C
    14, 35, 0, 38, -13, -5, -4, 18, -1.5
CNS(=O)(=O)c1cccc(C(=O)NCC(c2cccs2)N2CCOCC2)c1 (centres undefined)
    12, -3, 3, 16, -10, 0, 2, 25, 0.1
C=CCN1c2ccccc2[C@]23C[C@@H](C(=O)OC)N(C(=O)C4CCC4)C2=NC(C(=O)OC)=C(C(=O)OC)[C@H]13
    16, 15, -2, 10, 10, -3, -1, 4, 0.9
COc1cccc(NC(=O)CN2CCc3ccccc3C2)c1
    6, -7, -1, -3, -11, 1, -2, 34, 0.4
CC1CCN(C(=O)CSc2nnc(-c3ccccc3F)o2)CC1
    10, 8, -4, 22, -14, 2, -2, 15, 0.4
O=C(N1CCOCC1)N1CCN(c2ccc(F)cc2)CC1
    10, 14, -1, 4, 15, -1, 1, 2, -2.0
Cn1nnnc1SCC(=O)N1c2ccccc2Sc2ccc(Cl)cc21
    6, -5, -1, 7, -8, 0, -2, 14, 1.2
NC(=O)[C@@H]1CC2(CC(c3cccc(NC(=O)[C@H]4CCC(=O)N4)c3)=NO2)CN1C(=O)c1ccc(Cl)cc1 (some centres undefined)
    14, 6, -1, 6, 10, 10, 0, 10, 2.0
COc1ccc(OC)c(N=C(N)N=C(N)N)c1
    8, 7, -2, -12, -4, -5, 0, -6, -1.6
CC(C)Cc1ccc(CN2CCCC(NC(=O)CCn3cnnn3)C2)cc1 (centres undefined)
    -3, 2, 4, -1, -10, -3, -2, 27, -0.7
COc1ccc(/C=N/Nc2nc3ccccc3o2)cc1OC
    -5, 0, -3, -18, -2, 3, -19, 1, 0.0
O=C1C2C3C=CC(C3)C2C(=O)N1c1cccc2cccnc12 (centres undefined)
    16, 7, -2, 7, 0, -3, 0, -7, -0.3
CC1CC(C)CN(C(=O)c2cccc(NC(=O)CC3SC(N4CCCCC4)=NC3=O)c2)C1 (centres undefined)
    -5, 0, -2, 10, -3, -6, -7, 18, -0.8
CC(NCC(=O)NCCc1ccc(S(N)(=O)=O)cc1)c1ccc(F)cc1 (centres undefined)
    0, -5, 0, -10, 7, 5, 2, 12, 1.0
Cc1ccc(S(=O)(=O)N2CCN(C(=O)c3cccc(F)c3)CC2)cc1
    14, 16, -2, -2, 4, 3, 2, -2, 0.0
CC(C)(C)CC(C)(C)NC(=O)c1ccccc1
    -2, 4, 0, 0, -5, -4, 0, 11, 0.5
COc1ccc(NC(=O)COc2cccc(C(F)(F)F)c2)cn1
    17, 2, 4, 1, 0, -3, 1, 34, 0.8
COc1cccc(/C=N/NC(=O)CSc2ccccc2C)c1OC
    1, 4, -2, -20, 14, -3, -1, 18, 0.5
O=S(=O)(NCCN1CCOCC1)c1cccs1
    -12, 2, 3, -7, -6, -4, -2, 6, 0.2
C[C@H]1CN([C@@H](C)CO)C(=O)c2cc(NC(=O)C3CCCCC3)ccc2O[C@H]1CN(C)CC1CCCCC1
    6, 5, -4, 13, 3, -2, -1, 8, -0.9

More entries follow:
Results follow in this order: tim23-1 inh, tim10-1 inh, MIN6 prolif, APJ antag, TIM10 inh, APJ agonist, GRIN3A LBD mod, NALP3 yeast inh, MPTP inh
O=C(Cn1nc(-c2ccccc2)ccc1=O)Nc1ccc(NC(=O)c2ccccn2)cc1
    -35, -50, -3, -3, -52, -2, 2, 8, 1.2
COc1ccc(C(=O)n2c(C)c(CCO)c(=O)n2C)cc1
    3, 10, 2, 5, -6, -4, -1, -4, -0.2
CCN(CC(=O)Nc1ccccc1C(F)(F)F)C(=O)CN1C(=O)NC(C)(c2ccccc2)C1=O (centres undefined)
    21, 7, -1, 6, 10, -5, -1, 22, -1.0
CCOC(=O)N1CCN(C2CC(=O)N(c3ccc(C)cc3)C2=O)CC1 (centres undefined)
    7, -5, 0, -12, 6, 0, -3, 3, -1.5
CCCCCCn1c(=O)c(Cc2ccccc2)c(O)c2ccccc21
    23, 6, -3, 3, -4, -4, -7, 9, 58*
Nc1nc(SCC(=O)NCc2ccccc2)n[nH]1
    -6, 8, -1, -14, -2, 0, 0, 6, 0.4
Cc1ccc(C(=O)OCC(=O)c2c(N)n(C)c(=O)n(C)c2=O)cc1S(=O)(=O)N1CCOCC1
    17, 14, 2, 4, 10, 1, -2, 16, 0.4
CCOc1ccc(N(CC)S(=O)(=O)c2ccc3c(c2)n(C)c(=O)c(=O)n3C)cc1
    -21, -17, 2, 13, -20, -3, 1, -11, -0.6
O=C(NC1CCCC1)C(c1ccccc1)N(C(=O)c1csnn1)c1ccccc1F (centres undefined)
    8, -1, -3, -3, 4, -2, -2, 2, -0.9
Cc1cc(C)n(-c2nnc(C)n2/N=C/c2ccc(O)cc2)n1
    2, 6, 0, 2, 0, -3, -3, 3, -1.8
C#CCn1c(-c2cccs2)nc2ccccc21
    4, 2, -1, -4, -1, -2, 0, 24, -0.6
CCCCC(=O)Oc1c(S(=O)(=O)c2ccc(C)cc2)c(C)nn1C(C)(C)C
    46, 24, -6, 3, 28, -5, 1, 10, -0.8
COc1ccc(C2=CC(=O)C[C@H](c3ccc(OC)cc3)C2)cc1
    30, 15, -4, 1, 3, -5, -1, 29, -0.6
CS(=O)(=O)N(CC(=O)Nc1cccc([N+](=O)[O-])c1)c1ccccc1
    13, -1, -3, -15, 3, -1, -2, 36, -1.8
Cc1nn(-c2ccccc2)c(C)c1C(=O)OCC(=O)Nc1ccccc1F
    31, 12, -3, 1, 17, -4, 2, 6, 1.3
N=c1c(C(=O)NCc2ccc(F)cc2)cc2c(=O)n3ccccc3nc2n1Cc1cccnc1
    -7, 14, 3, 22, 7, -4, -4, 27, 0.3
O=c1[nH]c(SCc2ccc(Cl)cc2)nc2ccccc12
    11, 18, -1, 19, 16, -3, 0, -5, 2.0
O=C(CCC(=O)N(CC(=O)NC1CCCCC1)Cc1cccs1)Nc1nccs1
    16, 1, 1, 9, 1, -1, -1, 7, 0.0
CC1CCCN(C(=O)C2CCN(c3ncnc4c3nc3n4CCCCC3)CC2)C1 (centres undefined)
    24, 29, -1, 19, -1, -3, -2, 1, -1.6
C/C(=C1/SC(N2CCOCC2)=NC1=O)c1ccc(Cl)cc1
    -15, 6, -2, 4, -12, 0, -1, 14, 0.0
CN(C)Cc1c(O)ccc2c(=O)c(-c3ccccc3Cl)coc12
    -3, 1, -2, -6, -1, 1, -1, 9, 0.1
CC1CCc2c(sc(NC(=O)C(=O)NCc3ccco3)c2C#N)C1 (centres undefined)
    15, 14, -4, -6, 14, 3, 0, 18, -1.7
Cc1noc(NS(=O)(=O)c2ccc(N/C=C/C(=O)c3ccccc3)cc2)c1C
    2, 15, -5, -20, -10, 0, -6, 9, -0.9
COc1ccc(OC)c(NC(=O)c2ccc(Cl)cc2)c1
    -3, 15, -1, 18, -2, -2, 2, 26, -1.2
Cc1nc(N2CCOCC2)c2c(C)c(C(=O)Nc3ccc(C(F)(F)F)cc3)sc2n1
    41, 26, -5, -3, -4, 3, -1, 9, 72*
CCOc1ccc(CCNC(=O)c2c(C)noc2C)cc1OCC
    -8, -4, -2, 5, -1, -5, 0, 7, -0.6
CCCc1cc(=O)[nH]c(SCC(=O)Nc2ccc(OC)c(S(=O)(=O)N3CCCCC3)c2)n1
    1, -7, -4, 20, -4, -1, 1, 10, -1.3
Cc1ccc(C)c(C(=O)COC(=O)Cn2[nH]c(=O)c3ccccc3c2=O)c1
    4, 18, 1, 26, 4, -4, 4, 9, 0.1
CCC(COC)NC(=O)CCc1nnc(Cc2c[nH]c3ccccc23)o1 (centres undefined)
    0, 2, 1, 13, -5, -1, -1, 20, 0.7
CC(C)N(C(=O)[C@H]1CC(CC(=O)NCCCn2ccnc2)C(=O)N2CCc3c([nH]c4ccccc34)[C@]12C)C(C)C (some centres undefined)
    7, 0, 1, 0, 5, -5, -1, 6, 1.0
COc1c(Cl)cc(-c2noc(C)c2C(=O)NCc2ccc3c(c2)OCO3)cc1Cl
    21, 6, 1, 3, 3, -4, -14, -2, 1.4

In another format: results already given.
CCCc1cc(=O)[nH]c(SCC(=O)Nc2ccc(OC)c(S(=O)(=O)N3CCCCC3)c2)n1
  tim23-1 inh: 1 | tim10-1 inh: -7 | MIN6 prolif: -4 | APJ antag: 20 | TIM10 inh: -4 | APJ agonist: -1 | GRIN3A LBD mod: 1 | NALP3 yeast inh: 10 | MPTP inh: -1.3
Cc1ccc(C)c(C(=O)COC(=O)Cn2[nH]c(=O)c3ccccc3c2=O)c1
  tim23-1 inh: 4 | tim10-1 inh: 18 | MIN6 prolif: 1 | APJ antag: 26 | TIM10 inh: 4 | APJ agonist: -4 | GRIN3A LBD mod: 4 | NALP3 yeast inh: 9 | MPTP inh: 0.1
CCC(COC)NC(=O)CCc1nnc(Cc2c[nH]c3ccccc23)o1 (centres undefined)
  tim23-1 inh: 0 | tim10-1 inh: 2 | MIN6 prolif: 1 | APJ antag: 13 | TIM10 inh: -5 | APJ agonist: -1 | GRIN3A LBD mod: -1 | NALP3 yeast inh: 20 | MPTP inh: 0.7
CC(C)N(C(=O)[C@H]1CC(CC(=O)NCCCn2ccnc2)C(=O)N2CCc3c([nH]c4ccccc34)[C@]12C)C(C)C (some centres undefined)
  tim23-1 inh: 7 | tim10-1 inh: 0 | MIN6 prolif: 1 | APJ antag: 0 | TIM10 inh: 5 | APJ agonist: -5 | GRIN3A LBD mod: -1 | NALP3 yeast inh: 6 | MPTP inh: 1.0

Quoted at random: 4 records from the list.
Results follow in this order: tim23-1 inh, tim10-1 inh, MIN6 prolif, APJ antag, TIM10 inh, APJ agonist, GRIN3A LBD mod, NALP3 yeast inh, MPTP inh
CC1CCc2c(sc(NC(=O)C(=O)NCc3ccco3)c2C#N)C1 (centres undefined)
    15, 14, -4, -6, 14, 3, 0, 18, -1.7
C=CCc1cc(C)ccc1OCCOCCn1ccnc1
    1, 10, 0, 20, -9, 1, 1, 17, 3.1
N=c1c(C(=O)NCc2ccc(F)cc2)cc2c(=O)n3ccccc3nc2n1Cc1cccnc1
    -7, 14, 3, 22, 7, -4, -4, 27, 0.3
COc1ccc(OC)c(NC(=O)c2ccc(Cl)cc2)c1
    -3, 15, -1, 18, -2, -2, 2, 26, -1.2
